# High-throughput results from PubChem.
# TSHR antag: Antagonists of the Thyroid Stimulating Hormone Receptor: HTS campaign. TSHR-expressing cells, TSH-stimulated cAMP HTRF, 2 h; stronger effect = lower value. 0.2% of 330,000 active. AID 504810, 2011. activity change, negative = inhibition, % at 11.5 µM. Thyrotropin receptor (Homo sapiens), P16473;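 active = activity change below a set negative limit, meaning inhibition stronger than a set level, cut at about -70% in these data; inconclusive = activity change between two set negative limits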; also: % is scaled to controls: 0 for no effect and ±100 for the full control effect
#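 TSHR-expressing cells were treated with compounds, then stimulated with TSH at EC80 (4nM final) for 2 hours at 37 deg C. Cellular cAMP was measured by HTRF competition between lysate cAMP and cAMP-d2 for a cryptate-labelled anti-cAMP antibody.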
# MLL CXXC-DNA inh: qHTS Fluorescence Polarization Assay for Inhibitors of MLL CXXC domain - DNA interaction. Histone-lysine N-methyltransferase 2A (Homo sapiens), Q03164. MLL-CXXC / FITC-HOXA9 DNA fluorescence polarization. Potency, µM (titrated, usually from 115 µM), for the others: top-dose activity change, negative = inhibition, usual class: inhibitors. 0.037% of 290,000 active. AID 2662, 2010; active = well fitted inhibition curve with a large enough effect in the polarisation, with a control signal flat, not every such curve was filed as active; inconclusive = small, poorly fitted or top-dose-only effect, or effect the other way, or a change in a side signal; inactive = no such curve, though single readings can be large or run the other way; the % refers to the polarisation; also: potency is read from the fitted curve at half-maximal effect
#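 Steps: dispense CXXC domain solution (7 uM) → pin compounds or unlabeled HOX-A9 DNA control → 5 min ambient → add FLSN-HOX-A9 solution (50 nM) → spin → 30 min ambient → fluorescence polarization. Tris pH 7.5/NaCl/DTT/BSA buffer.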
# Giardia kill: Small Molecules that selectively kill Giardia lamblia: qHTS. Giardia lamblia trophozoite viability. activity change, % at 7.66 µM, hits read low. 0.15% of 340,000 active. AID 540267, 2011; in the data active = activity change below about -80%; inconclusive = between about -30% and that limit;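 also: parasites exposed to compound for two days anaerobically before the ATP read; % is scaled to controls: 0 for no effect and ±100 for the full control effect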
#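 Killing of trophozoites was scored by loss of ATP luminescence after a 48 hrs anaerobic exposure to compounds at 37 deg C, using 100 cells per well.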
# Chronic BCR inh: qHTS Assay to Find Inhibitors of Chronic Active B-Cell Receptor Signaling; ABC-DLBCL IkBa-CBG/CBR reporter, luminescence ratio, 4 h; Potency, µM (titrated, usually from 46.1 µM), for the others: at the top dose ratio change, negative = lower green/red ratio, most hits filed as inhibitors; 0.05% of 340,000 active; AID 493014, 2011; active = well fitted inhibition curve with a large enough effect in the signal ratio, with a control signal flat, not every such curve was filed as active; inconclusive = small, poorly fitted or top-dose-only effect, or effect the other way, or a change in a side signal; the % refers to the signal ratio;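 also: potency is read from the fitted curve at half-maximal effect; plate controls were basal doxycycline-induced cells for no effect and cells given 10 µM MG132 for full effect; MG132 reads +100%, hits lower the ratio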
#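 TMD8 ABC-DLBCL cells carrying doxycycline-inducible green luciferase fused to IkappaBalpha plus unfused red luciferase were exposed to compounds (up to 46 uM) for 4 hrs at 37C. Activity came from the overlap-corrected green/red luminescence ratio.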
# Tb PFK block: qHTS Assay to Find Inhibitors of T. brucei phosphofructokinase. ATP-dependent 6-phosphofructokinase (Trypanosoma brucei brucei), O15648. T. brucei PFK, ADP-Glo luminescence. Potency, µM (highest dose often 57.5 µM), for the others: top-dose activity, negative = inhibition, most hits filed as inhibitors. 0.17% of 330,000 active. AID 485367, 2010;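 also: potency is read from the fitted curve at half-maximal effect; 0% = uninhibited 1x PFK enzyme wells and -100% = no-enzyme wells; nearly all actives have a fitted effect of over 60% in size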
#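 ADP-Glo luminescence quantified ADP after 45 min at room temperature, with 1.25 nM T. brucei PFK, 0.1 mM ATP and 0.5 mM fructose-6-phosphate in pH 8.0 TEA buffer. qHTS titrations up to 57 µM; curves classified by quality.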
# GALK inh: qHTS Assay for Inhibitors of Human Galactokinase (GALK); Potency, µM (series often up to 57.5 µM), for inactives: at the highest dose activity change, negative = inhibition, usual class: inhibitors; P51570; Purified GALK, Kinase-Glo residual ATP luminescence; 0.007% of 270,000 active; also: potency is read from the fitted curve at half-maximal effect; % is scaled to controls: 0 for no effect and ±100 for the full control effect
#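 Kinase-Glo Plus luminescence measured ATP left after a 1 h room-temperature reaction. The reaction used 5 nM GALK, 100 uM galactose and 35 uM ATP at pH 8.0 (20 mM HEPES, 5 mM MgCl2, 60 mM NaCl, 1 mM DTT, 0.01% BSA).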
# AT treatment: qHTS Assay for Identifying a Potential Treatment of Ataxia-Telangiectasia. […] A-T fibroblasts, KAP-1 phosphorylation AlphaLISA; neocarzinostatin DNA damage 30 min before lysis. Potency, µM (top dose mostly 57.5 µM), for inactives: at the top dose activation, most hits filed as activators. 0.19% of 320,000 active. AID 485349, 2010; also: potency is read from the fitted curve at half-maximal effect; % of control where 0% means no effect; nearly all actives have a fitted effect of over 45% in size
#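 ATM-like activity read as KAP-1 phosphorylation via AlphaLISA donor/acceptor antibody pairs after lysis and 6 hr at 25C. Cells were ATM-null patient fibroblasts ([…], hTERT), dosed 60 min, then exposed to the DSB inducer NCS for 30 min.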
# hERG WT inh: qHTS for Inhibitors of KCHN2 3.1: Wildtype qHTS; AID 720551, 2013; activity change, % at 1.84 µM; Voltage-gated inwardly rectifying potassium channel KCNH2 (Homo sapiens), Q12809; 0.37% of 340,000 active; U2OS, BacMam KCNH2, thallium flux FluxOr; stronger effect = lower value;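 active = maximum activity change below -70%; inconclusive = maximum activity change between -70% and -50%; inactive = maximum activity change above -50%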; also: % is scaled to controls: 0 for no effect and ±100 for the full control effect
# Target sequence (Q12809 whole entry, looked up): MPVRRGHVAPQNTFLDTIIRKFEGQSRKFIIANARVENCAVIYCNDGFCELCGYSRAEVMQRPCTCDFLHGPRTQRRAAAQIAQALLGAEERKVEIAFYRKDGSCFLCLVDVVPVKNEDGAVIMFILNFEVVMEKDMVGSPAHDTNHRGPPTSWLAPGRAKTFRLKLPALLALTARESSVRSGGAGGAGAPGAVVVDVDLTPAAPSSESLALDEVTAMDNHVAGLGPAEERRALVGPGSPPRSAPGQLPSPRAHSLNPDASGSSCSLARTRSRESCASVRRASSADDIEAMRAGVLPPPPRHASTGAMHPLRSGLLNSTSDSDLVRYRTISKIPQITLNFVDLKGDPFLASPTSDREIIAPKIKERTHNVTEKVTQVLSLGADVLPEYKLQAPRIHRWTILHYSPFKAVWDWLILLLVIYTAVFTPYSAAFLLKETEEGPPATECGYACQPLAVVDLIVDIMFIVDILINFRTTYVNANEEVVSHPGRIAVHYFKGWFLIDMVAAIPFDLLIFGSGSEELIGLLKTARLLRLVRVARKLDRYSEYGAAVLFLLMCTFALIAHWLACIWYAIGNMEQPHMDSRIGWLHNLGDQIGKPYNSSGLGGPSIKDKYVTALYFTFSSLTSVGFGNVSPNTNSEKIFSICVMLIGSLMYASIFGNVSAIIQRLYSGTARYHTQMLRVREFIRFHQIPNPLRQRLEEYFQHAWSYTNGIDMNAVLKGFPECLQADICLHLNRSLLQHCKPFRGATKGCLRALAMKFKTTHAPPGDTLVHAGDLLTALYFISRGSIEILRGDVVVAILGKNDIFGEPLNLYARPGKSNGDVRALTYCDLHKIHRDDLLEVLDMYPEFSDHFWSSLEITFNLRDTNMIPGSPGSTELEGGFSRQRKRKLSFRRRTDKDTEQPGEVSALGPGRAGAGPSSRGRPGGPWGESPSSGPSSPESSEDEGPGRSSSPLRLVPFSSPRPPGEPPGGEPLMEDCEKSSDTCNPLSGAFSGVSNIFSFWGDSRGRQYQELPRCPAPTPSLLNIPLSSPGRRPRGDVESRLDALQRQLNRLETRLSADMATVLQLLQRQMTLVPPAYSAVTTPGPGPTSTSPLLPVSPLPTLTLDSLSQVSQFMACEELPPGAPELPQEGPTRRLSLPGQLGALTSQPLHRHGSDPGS
#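 U2OS cells were transduced with wild-type KCNH2 virus (2.03 x 10^8 / mL) for 4 h at room temperature, then cultured overnight at 37 C. Thallium flux was read with FluxOr dye. Rate constants were normalized to DMSO controls.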
# TCR act: Activators of T cell receptors: qHTS campaign. AID 504894, 2011. primary human leukocytes, anti-CD3, IL-2 HTRF, 48 h. Potency, µM (highest dose often 9.22 µM), inactives show at the top dose activation of IL-2 secretion, usual class: activators. 330,000 tested, under 10 active; also: % of control where 0% means no effect
#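 1) Mix primary human leukocytes, a-CD3 beads and compound. 2) Incubate 48 hr. 3) Add HTRF IL-2 reagents (a-IL-2-K, a-IL-2-d2).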
# Coupling enz: qHTS Assay for Inhibitors of Fructose-1,6-bisphosphate Aldolase from Giardia Lamblia: Coupling assay counterscreen | coupling enzyme system counterscreen, AmpLite Red fluorescence | activity change, negative = inhibition, % at 58.2 µM, hits read low | 0.67% of 290,000 active; in the data active = activity change below about -30%; also: % is scaled to controls: 0 for no effect and ±100 for the full control effect
#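 Compounds tested against the coupling enzymes alone at 57.5 uM final; readout was AmpLite Red fluorescence (525/598 nm) after 20 min at RT.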
# Starred values were filed as active, the others as inactive; ? = inconclusive; · = no result given; [ ] = another dose, or the depositor's remark. Unless noted, calls follow the shape of the dose curve; as a rule, active = well fitted curve in the direction sought with a large enough effect; inconclusive = small, poorly fitted or top-dose-only effect, or another doubt; inactive = no such curve, though single readings can be large; an effect the other way counts as inactive or inconclusive. This is a random part of the collection; overall some 1.6% were active at least once.
SMILES,TSHR antag,MLL CXXC-DNA inh,Giardia kill,Chronic BCR inh,Tb PFK block,GALK inh,AT treatment,hERG WT inh,TCR act,Coupling enz
Cc1csc(SC(C)c2nc3scc(-c4ccccc4)c3c(=O)[nH]2)n1 (stereo not given),-5,-17%,-11,?,-6%,-1%,-27%,-5,1%,-1
Cc1cc(C)c2c(c1)/C(=N/NS(=O)(=O)c1ccc(Br)cc1)CCC2,-11,1%,-9,?,2%,-1%,-2%,0,0%,3
COCCNc1nnc(SC(C)C(=O)Nc2c(C)n(C)n(-c3ccccc3)c2=O)s1 (stereo not given),9,-7%,3,-1%,-1%,5%,6%,0,7%,·
CCCC(=O)Nc1cc(C)c(NC(=O)c2ccccn2)cn1,11,-3%,-6,4%,-1%,3%,1%,?,4%,0
CC1CCCC(C)N1C(=O)CN1CCN(c2nc(-c3ccc(F)cc3)cs2)CC1 (stereo not given),-16,-9%,3,0%,1%,1%,0%,-1,·,2
COc1ccccc1NS(=O)(=O)c1cccc(C(=O)NNC(=O)c2ccc(O)c(Cl)c2)c1,-3,·,-15,1%,12%,·,2%,-2,2%,·
Fc1cccc(CN2CCN(c3nc4nonc4nc3NC3CC3)CC2)c1,22,-13%,2,5%,-5%,8%,6%,-6,-1%,-3
CC(/C=C1\SC(=S)N(C(C(=O)O)c2ccccc2)C1=O)=C\c1ccccc1 (stereo not given),-17,-17%,1,-10%,-2%,-4%,-3%,7,1%,6
Cn1cnnc1SCC(=O)c1cc2ccccc2oc1=O,5,-26%,-6,?,-5%,0%,-10%,-1,-3%,-3
O=C(O)c1cccc(Cn2cc(Br)cn2)c1,3,-3%,-3,-2%,4%,3%,-2%,26,2%,9
CC(C)(C)c1ccc(S(=O)(=O)N2CCN(C(=O)C3CCC3)CC2)cc1,-5,9%,6,0%,1%,4%,-4%,7,4%,·
O=C(OCC(=O)N1CCCC1=O)C1COc2ccccc2O1 (stereo not given),-8,-3%,13,0%,0%,-2%,5%,7,-4%,4
NC1=NC[C@H](Cc2ccccc2)N1CCCCC1CCCCC1,2,12%,2,-13%,-1%,1%,6%,-2,1%,2
Cc1cc(=O)oc2cc(OCC(=O)N3CCc4ccccc4C3)ccc12,3,6%,10,3%,0%,-3%,-5%,-1,-5%,-1
Cc1cc(NC(=O)c2ccc3c(c2)OCCO3)ccc1NC(=O)c1ccco1,33,-4%,-29,-12%,-24%,6%,0%,-5,2%,-1
O=C(OCC#CCSc1nnc(-c2ccncc2)o1)c1sc2ccccc2c1Cl,10,14%,-1,-2%,-8%,0%,0%,-12,-6%,-4
Cc1noc(C)c1C(=O)NCc1ccco1,6,-1%,-6,-8%,1%,0%,-8%,-18,0%,1
C=CCSc1nnc(COc2ccc(=O)n(-c3ccccc3)n2)n1CC,0,-2%,10,4%,2%,-1%,1%,3,1%,-1
Cc1ccc2oc(=O)n(Cc3ccccc3)c2c1,0,-2%,31[activator],4%,0%,-3%,1%,-10,2%,2
C#CCSc1nnc(CNS(=O)(=O)c2ccc(Br)cc2)n1C,-4,-2%,8,3%,-2%,1%,5%,-5,3%,·
COC(=O)CSc1nnc(CNC(=O)c2cccc(C)c2)n1-c1ccccc1OC,-9,-6%,-13,0%,4%,0%,1%,-5,-7%,0
Cc1cc(=O)[nH]c2ccc(S(=O)(=O)Nc3ccccc3)cc12,15,3%,11,?,0%,-5%,4%,-18,-2%,-8
O=C(Nc1ccc(F)cc1)C1CCN(c2nnnn2-c2ccccc2)CC1,-9,3%,13,2%,4%,1%,4%,-3,-8%,8
Cn1c(-c2ccccc2)cnc1NCc1ccc(-c2ccccc2)cc1,14,?,-2,?,3%,-2%,-3%,2,2%,-1
CCOC(=O)c1sc2nc(C)nc(NCc3ccccc3OC)c2c1C,-8,10%,-12,1%,2%,1%,-4%,-3,3%,1
COc1ccc(CSCC(=O)NN=C2CCN(C)CC2)cc1,-6,3%,-9,?,-2%,14%,-1%,-5,2%,-1
Cc1ccccc1NS(=O)(=O)c1ccc(C2CNC(=O)C2)cc1 (stereo not given),20,11%,-24,?,-27%,0%,27%,8,·,-6
CCc1nn2c(=O)cc(N3CCN(c4cc(C)nc5ccccc45)CC3)nc2s1,-4,3%,·,3%,-10%,-2%,-3%,·,·,0
O=[N+]([O-])c1cccc(/C=C/c2ccc3cccc(O)c3n2)c1,-5,20%,-2,?,-1%,-2%,-9%,2,2%,1
Cc1c([N+](=O)[O-])c(C(=O)Sc2ccc(Br)cc2)nn1C,-23,-7%,-5,?,-2%,0%,-11%,0,2%,1
CCOc1ccc(NC(=O)CN(C)C(=O)c2c(-c3ccccc3)noc2C)cc1OCC,-6,·,11,?,-5%,·,4%,6,·,·
Cc1cc(Sc2nc(NC(C)(C)C)nc(N3CCOCC3)n2)nc(Cl)n1,-2,4%,3,-7%,-3%,-2%,13%,-6,-1%[46.1 µM],-1
O=C(COC(=O)c1ccc[nH]c1=O)NC1CCCc2ccccc21 (stereo not given),4,-1%,-13,-2%,-4%,6%,-10%,-4,3%,3
O=C(O)CC1Sc2ccccc2NC1=O (stereo not given),-9,-10%,-2,?,2%,0%,-7%,12,2%,5
CCOC(=O)Cc1csc(NC(=O)c2ccoc2C)n1,-1,3%,-14,?,-9%,7%,-6%,-28,7%,3
Cc1ccc(Nc2nc(NCc3ccco3)c3ccccc3n2)cc1,-28,?,2,?,0%,-3%,0%,11,0%,-3
O=C(NCc1cccnc1)c1cccc(F)c1,7,-5%,7,0%,0%,0%,-1%,-2,1%,3
Brc1ccc(Oc2nnnn2-c2ccccc2)cc1,-1,0%,1,28%,0%,1%,5%,11,-3%,0
CNC(=O)NC(=O)COC(=O)/C=C/c1cccc(Br)c1,11,-16%,-12,-15%,-23%,1%,5%,7,-1%,-5
CC1=C(C(=O)Nc2ccccc2)C(c2cccs2)C(C#N)=C(SCC#N)N1 (stereo not given),-3,10%,15,13%,3%,-2%,2%,0,4%,3
O=S(=O)(c1ccccc1F)N1CCN(CCOc2ccccc2)CC1,-16,·,2,-1%,2%,·,9%,-12,·,·
Cc1oc2c(c(C)cc3oc(=O)c(CC(=O)N[C@@H](CCCNC(N)=O)C(=O)O)c(C)c32)c1C,11,-6%,-11,?,1%,2%,27%,-12,2%,3
Cc1nnc(NC(=O)NCN2C(=O)C3C4C=CC(C4)C3C2=O)s1 (stereo not given),-4,3%,6,0%,2%,0%,-1%,1,3%,-1
S=C(Nc1ccccc1Cl)NC1CCN(Cc2ccccc2)CC1,-2,-3%,-3,-13%,9%,0%,-4%,17,-3%[46.1 µM],6
CCOC(=O)C1CCCN(c2c(Nc3ccc(C)c(C)c3)c(=O)c2=O)C1 (stereo not given),-10,-1%,-10,-1%,-5%,3%,5%,-1,-4%,-3
CCn1c(CSc2nc3ccccc3s2)nnc1SCC(=O)NCC(=O)OC,7,0%,6,-6%,0%,0%,-1%,-9,-3%,-1
O=C(CSc1nnc(Cn2c(=O)sc3ccccc32)n1CCc1ccccc1)N1CCOCC1,-3,4%,-12,13%,0%,1%,-1%,1,-5%,0
Cc1cc(C)c(NC(=O)COC(=O)c2ccncc2)c(C)c1,20,·,-19,3%,12%,·,2%,-2,0%,·
CN(Cc1nccs1)C(=O)c1cc(COc2cccc3cnccc23)on1,-44,10%,-11,-3%,1%,-3%,8%,-26,2%,·
CCOC(=O)c1cnc2ccc(C)cc2c1Sc1ccccc1,4,3%,8,?,2%,0%,14%,1,8%,-1
COc1ccc([C@@H]2CC=C(C(=O)O)[C@H](c3ccccc3)N2S(=O)(=O)c2ccccc2C)cc1,-2,·,-17,2%,3%,·,7%,1,-10%,·
COc1ccc(NC(=S)N2CCN(Cc3ccccc3)CC2)c(OC)c1,0,6%,10,1%,3%,0%,3%,2,7%,3
Cc1onc(-c2ccccc2)c1C(=O)Nc1ccccc1N1CCOCC1,23,-2%,9,-13%,-3%,-1%,11%,0,-5%,4
